Bioassay records as filed in PubChem BioAssay.
Yfh1-off respiration: enhancers of respiration in Yfh1-depleted yeast, dose response, Friedreich's ataxia, plus single-dose screen (AID 1465) | actives 0.074% (n = 220,000) | fold induction at 50 µM; hits with a dose series show EC50 in µM | S. cerevisiae Yfh1-off respiration, WST-1 reduction, 72 h; higher fold induction means a stronger effect;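 active means fold induction of absorbance versus untreated yeast above a set limit, then at least 30% activation at any dose in follow-up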;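 further: activators that raise dye reduction in frataxin-depleted yeast; strong numbers were not always called active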
Hep lipid drop: inhibitors of hepatocyte lipid droplet formation, primary screen, imaging, high-throughput imaging, BODIPY stain; actives 0.4% (n = 240,000); AML12 mouse hepatocytes, oleate lipid droplets; inhibition, % at 6.5 µM;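 active means lipid droplet intensity inhibited by at least 50%, with more than 500 cells counted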
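Assay system: AML12 mouse liver cells | Compound: 6.5 µM single-point dosing | Schedule: Overnight exposure | Technique: Fluorescence imaging, 20x objective, two fields per well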
Insulin prom up: insulin promoter activators in MIN6 cells, imaging, high-content screening, mouse beta cells; z-score at 5 µM; actives 0.3% (n = 190,000); MIN6 insulin promoter-GFP reporter; hits give high values;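 active means z-score above 3 at 5 µM with at least 500 cells counted in the well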
Autophagy HCS: autophagy modulators in MEF cells, primary screen, imaging, high-content, MEF GFP-LC3. AID 463193, 2010. calls only at 10 µM (by protocol). actives 0.98% (n = 190,000). MEF GFP-LC3 puncta imaging; test concentration mostly 10 µM;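 active means percentage of spot-positive cells more than 3 SD above its plate mean, without a fluorescence outlier flag or 80% toxicity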;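 further: spot-positive cell cutoff set from DMSO-treated cells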
MT stabilizer: microtubule stabilizers in HeLa cells, primary screen, imaging, high-content imaging; HeLa tubulin immunostaining HCS, 24 h; share of cells brighter than vehicle mean+2SD; actives 0.83% (n = 200,000); % tubulin-high responders, % at 10 µM; AID 2205, 2009;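 active means plate Z-score above 3 for both tubulin-high and condensed-nucleus cell shares, with cell loss under 80%, at 10 µM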;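 further: anti alpha tubulin signal scored within the nucleus-defined area of each cell; some results filed as inactive read as strong as hits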
Dynein transport: inhibitors of GR-EGFP nuclear translocation, primary screen, dynein cargo transport inhibitor project, imaging, high-content, 3617.4 mouse cells. test concentration mostly 20 µM; stimulated with dexamethasone, 1 µM; hits give low values. z-score, hits read low. actives 0.47% (n = 220,000);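 active means plate z-score of nuclear minus cytoplasmic receptor signal below a set negative limit, without overly bright fluorescence or cell loss, cut at about -3.5 in these data, passing the limit was not always enough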;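 further: z-score of nuclear minus cytoplasmic ring GR-EGFP intensity difference per well; some compounds called inactive have numbers as strong as hits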
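medium = tetracycline-free induction medium containing charcoal-stripped FBS | also added = 1.0 µM final dexamethasone stimulus | schedule = 48 h induction, 1 h compound, 30 min dex at 37 °C | technique = fixed, Hoechst-stained cells imaged at 10x for EGFP | measure = GR-EGFP nuclear translocation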
NOD2 inhibition: NOD2 signaling inhibitors, cell-based, luminescence, uHTS, HEK293 (AID 1566) | HEK293 NOD2/NF-kB luciferase reporter, luminescence; higher % means a stronger effect | actives 0.63% (n = 290,000) | one-dose inhibition, % at 4 µM; EC50 in µM for titrated hits; in the data active means inhibition above about 50%; further: many of its hits are not listed in these tables
b-catenin transl: modulators of beta-catenin nuclear translocation, primary screen, imaging, HeLa cells, immunofluorescence, high-content | nuclear translocation activity, % at 5 µM | actives 0.3% (n = 190,000);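 active means nuclear translocation activity above 50% at 5 µM, with a well cell count of 50 or more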;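 further: per-cell ratio of nuclear to cytoplasmic median beta-catenin stain intensity; plate controls were DMSO negative control for no effect and GSK-3 inhibitor IX positive control for full effect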
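Assay system: human HeLa cells, native beta-catenin; doses: 5 µM primary, 0.02–20 µM confirmation; incubation: compound treatment 24 h, 37°C, 5% CO2; technique: fluorescence imaging of beta-catenin antibody stain plus DAPI; measure: % activation, nuclear-to-cytoplasmic median beta-catenin signal ratio per cell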
WT yeast gro inh: growth inhibition of WT strain, primary screen, mitochondrial fusion inhibitor project, WT and mutant strains, chemical genetic | actives 2.1% (n = 190,000) | mitochondrial fusion phenotypic screen | AID 1362, 2008 | inhibition, % at 10 µM; in the data active means inhibition above about 58%; tested in S. cerevisiae
WT yeast gro inh mutant strain: recorded beside WT yeast gro inh, whose call it bears; inhibition, %; mitochondrial fusion phenotypic screen, mutant strain inhibition
Dynein transport cytoplasmic EGFP: also measured in Dynein transport; calls as there; z-score; measured here: cytoplasmic GR-EGFP intensity; hits give high values
Dynein transport nuclear GR-EGFP: also measured in Dynein transport; calls as there; z-score; measured here: nuclear GR-EGFP intensity;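 lower value marks the stronger effect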
Dynein transport cell count: second read-out of Dynein transport, no call of its own (marks repeat the call); z-score; measured here: cell count per field
Insulin prom up cell count: further read-out of Insulin prom up, marked with its call; cell count; measured here: cytotoxicity, nuclei count;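 total cells summed across four imaged fields per well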
Hep lipid drop cells 6.5 µM: second read-out of Hep lipid drop, no call of its own (marks repeat the call); cell count; measured here: cell count, cytotoxicity flag;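 cells counted across two imaged fields per well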
b-catenin transl cell count 5 µM: second read-out of b-catenin transl, no call of its own (marks repeat the call); cell count; measured here: cell count, cytotoxicity flag
MT stabilizer Hoechst-high %: further read-out of MT stabilizer, marked with its call; % Hoechst-high responders; measured here: nuclear condensation Hoechst responders;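 share of cells brighter than vehicle mean plus two SD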
MT stabilizer cytotoxicity %: second read-out of MT stabilizer, no call of its own (marks repeat the call); toxicity, %; measured here: cytotoxicity by cell density;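 0% = mean cell density of plate MIN control wells and 100% = no cells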
Autophagy HCS cell loss 18 h: further read-out of Autophagy HCS, marked with its call; toxicity, %; measured here: cell loss, nuclei count;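 cell loss after 18 h compound exposure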
Starred values were filed as active, the others as inactive; i = inactive; nt = not tested or not shown.

[1] CCCCn1c(SCC(=O)NC2CCS(=O)(=O)C2)nc2cc(S(N)(=O)=O)ccc21 (stereo not drawn)
[2] Cc1ccc(C)c(SCC(=O)c2ccc[nH]2)c1
[3] CC(=O)N1CSCC1C(=O)O (stereo not drawn)
[4] C=CCC1(C)C(=O)N(c2ccccc2)c2ccccc21 (stereo not drawn)
[5] C=CCNc1sc(C(=O)c2ccccc2)c(N)c1C#N
[6] Nc1ccc(-c2cc(-c3cccc(N)c3)nc(-c3ccccc3)n2)cc1

assay / compound	1	2	3	4	5	6
Yfh1-off respiration	i	i	i	i	i	i
Hep lipid drop	-4.4	2.8	nt	nt	nt	32.1
Hep lipid drop cells 6.5 µM	680	704	nt	nt	nt	694
Insulin prom up	0.54	1.04	0.17	-0.44	-0.65	-2.64
Insulin prom up cell count	1062	1181	1438	1425	1635	645
Autophagy HCS	i	i	i	i	i	i
Autophagy HCS cell loss 18 h	6.8	-0.2	3.2	4.5	2.2	-6.4
MT stabilizer	5.1	4.3	2.4	3.1	3.5	3.3
MT stabilizer Hoechst-high %	2.8	3.3	1.9	4.4	1.8	1.6
MT stabilizer cytotoxicity %	10.3	3.2	11.6	2.2	1.6	3.3
Dynein transport	-1.26	1.29	0.302	-1.03	0.651	1.4
Dynein transport cytoplasmic EGFP	-0.357	1.22	0.296	0.0711	0.017	-0.0734
Dynein transport nuclear GR-EGFP	-0.133	2.1	0.584	-0.664	-0.228	0.712
Dynein transport cell count	2.28	-0.481	-0.574	1.16	-0.932	-1
NOD2 inhibition	3.1%	-25.1%	4.4%	-0.8%	-27.9%	12.2%
b-catenin transl	-3.9	-5.1	-3.8	nt	0.8	6.3
b-catenin transl cell count 5 µM	1074	1059	892	nt	1442	568
WT yeast gro inh	-10.8	4.0	-2.0	1.7	10.3	-18.1
WT yeast gro inh mutant strain	9.6	6.5	-3.3	-9.6	7.1	-6.5

[7] CCc1c(O)cc2n(c1=O)-c1ccc(Cl)cc1C2(C)C
[8] O=C(NCc1ccc(-n2cccc2)cc1)c1cccc(F)c1
[9] Cc1cc2cc(CNC(=O)c3ccc4c(c3)OCO4)ccc2n1C
[10] C=CCN1C(=O)C(Cc2ccc(OC)cc2)SC1=Nc1ccc(C(=O)O)cc1 (stereo not drawn)
[11] O=C(OC1CCc2ccccc2C1=O)c1ccccc1O (stereo not drawn)
[12] COc1cccc(CN2CCN(Cc3ccon3)CC2CCO)c1 (stereo not drawn)

assay / compound	7	8	9	10	11	12
Yfh1-off respiration	i	nt	i	i	i	i
Hep lipid drop	-1.7	2.5	-35.0	20.8	18.1	-18.9
Hep lipid drop cells 6.5 µM	781	710	676	579	733	722
Insulin prom up	nt	0.96	0.16	-0.05	0.05	-0.52
Insulin prom up cell count	nt	1054	1202	1248	1350	1309
Autophagy HCS	i	i	i	i	i	i
Autophagy HCS cell loss 18 h	-4.4	0.0	4.6	1.5	10.8	15.4
MT stabilizer	3.6	2.8	5.6	6.2	2.0	5.3
MT stabilizer Hoechst-high %	1.5	3.3	3.2	4.2	1.1	1.8
MT stabilizer cytotoxicity %	6.8	6.2	6.7	13.5	1.6	7.0
Dynein transport	1.57	0.474	-0.447	2.42	0.592	-0.558
Dynein transport cytoplasmic EGFP	0.787	-0.263	-0.0879	-0.178	-0.127	-0.23
Dynein transport nuclear GR-EGFP	1.07	0.264	0.173	1.46	0.176	-0.447
Dynein transport cell count	-1.68	-0.135	0.779	-1.86	0.109	1.11
NOD2 inhibition	21.2%	5.7%	5.4%	25.5%	-5.7%	-6.8%
b-catenin transl	5.5	1.1	-0.2	-2.8	nt	0.8
b-catenin transl cell count 5 µM	423	1039	1082	921	nt	1095
WT yeast gro inh	23.7	7.5	19.7	-10.9	16.4	5.9
WT yeast gro inh mutant strain	1.3	-12.2	25.4	-20.0	10.8	-1.8

[13] Cc1ccc(OCCNC(=O)/C=C/c2ccccc2)cc1
[14] COC(=O)CCCC(=O)N1CCCC(C(=O)c2ccc(OC)cc2C)C1 (stereo not drawn)
[15] CN(C)C(CNC(=O)CCCOc1ccccc1)c1ccco1 (stereo not drawn)
[16] COc1ccc(/C=N/NC(=O)c2cccc(O)c2)cc1Cn1nc(C)c([N+](=O)[O-])c1C
[17] CCOc1cc(C(c2c(C)[nH][nH]c2=O)c2c(C)[nH][nH]c2=O)ccc1OCc1ccc([N+](=O)[O-])cc1
[18] O=C(NCCCN1CCCCC1)C1CCC(=O)N1CCc1ccccc1 (stereo not drawn)

assay / compound	13	14	15	16	17	18
Yfh1-off respiration	i	i	i	i	i	i
Hep lipid drop	30.6	-0.2	17.4	5.5	-2.5	nt
Hep lipid drop cells 6.5 µM	671	780	716	690	758	nt
Insulin prom up	-0.12	0.29	2.1	0.42	0.07	-0.23
Insulin prom up cell count	1313	1378	766	1227	881	1522
Autophagy HCS	i	i	i	i	i	i
Autophagy HCS cell loss 18 h	-1.8	29.0	-10.7	11.9	3.2	-28.8
MT stabilizer	2.4	nt	2.2	18.7*	1.9	3.2
MT stabilizer Hoechst-high %	3.1	nt	2.2	29.0*	1.5	3.6
MT stabilizer cytotoxicity %	6.0	nt	6.6	33.1*	7.1	6.8
Dynein transport	-0.45	-0.754	1.35	-0.457	-0.832	-0.847
Dynein transport cytoplasmic EGFP	-0.324	-0.27	0.139	0.139	0.147	-0.27
Dynein transport nuclear GR-EGFP	-0.652	-0.0846	1.3	-0.0463	-0.434	-0.763
Dynein transport cell count	0.911	1.13	-1.15	0.34	0.35	0.849
NOD2 inhibition	-0.2%	0.3%	-13.8%	-0.2%	6.4%	13.8%
b-catenin transl	-2.1	0.1	0.5	-0.1	3.1	-1.9
b-catenin transl cell count 5 µM	1026	971	1074	1061	1052	1380
WT yeast gro inh	2.8	-11.1	3.4	-0.1	0.8	9.8
WT yeast gro inh mutant strain	-11.8	-22.8	-55.5	8.4	8.0	-18.2

The list goes on, starting with the last 3 of the part before.
[16] COc1ccc(/C=N/NC(=O)c2cccc(O)c2)cc1Cn1nc(C)c([N+](=O)[O-])c1C
[17] CCOc1cc(C(c2c(C)[nH][nH]c2=O)c2c(C)[nH][nH]c2=O)ccc1OCc1ccc([N+](=O)[O-])cc1
[18] O=C(NCCCN1CCCCC1)C1CCC(=O)N1CCc1ccccc1 (stereo not drawn)
[19] COc1ccc(S(=O)(=O)N2CCCCCC2)cc1N(C)S(=O)(=O)c1ccccc1
[20] Cc1cccc(Cl)c1OCCCCn1ccnc1
[21] CN(C)S(=O)(=O)c1ccc(Cl)c(NC(=O)COC(=O)CC(NC(N)=O)c2ccc(Cl)cc2)c1 (stereo not drawn)
[22] Cc1ccc(S(=O)(=O)N2CCOCC2)cc1NC(=O)Cn1cc(C(F)(F)F)cc(Cl)c1=O
[23] CC(=O)c1ccc(NC(=O)CC2Nc3cccc4cccc(c34)NC2=O)cc1 (stereo not drawn)
[24] Cc1ccc(C)c(N2CCN(C(=O)CN(C)S(=O)(=O)c3cnc[nH]3)CC2)c1
[25] CC(=O)Nc1ccc(S(=O)(=O)N2c3ccccc3NC(=O)CC2C)c(Cl)c1 (stereo not drawn)

assay / compound	16	17	18	19	20	21	22	23	24	25
Yfh1-off respiration	i	i	i	i	i	i	i	i	i	i
Hep lipid drop	5.5	-2.5	nt	-11.3	4.3	0.3	-14.1	-0.9	nt	6.7
Hep lipid drop cells 6.5 µM	690	758	nt	643	787	653	685	661	nt	667
Insulin prom up	0.42	0.07	-0.23	-0.55	-0.07	-0.25	nt	0.07	0.42	-0.88
Insulin prom up cell count	1227	881	1522	1302	1218	1002	nt	1546	1352	1089
Autophagy HCS	i	i	i	i	i	nt	i	i	i	nt
Autophagy HCS cell loss 18 h	11.9	3.2	-28.8	15.8	7.3	nt	-4.2	-7.0	49.5	nt
MT stabilizer	18.7*	1.9	3.2	1.6	4.6	nt	3.3	5.4	3.8	nt
MT stabilizer Hoechst-high %	29.0*	1.5	3.6	3.3	3.2	nt	2.6	2.9	2.3	nt
MT stabilizer cytotoxicity %	33.1*	7.1	6.8	10.7	2.9	nt	10.4	6.7	8.1	nt
Dynein transport	-0.457	-0.832	-0.847	0.981	-0.875	-0.652	-0.797	0.31	1.41	-0.641
Dynein transport cytoplasmic EGFP	0.139	0.147	-0.27	-0.174	-0.255	-0.824	-0.266	-0.25	-0.192	-0.176
Dynein transport nuclear GR-EGFP	-0.0463	-0.434	-0.763	0.455	-0.402	-0.573	-0.53	0.873	1.4	0.0132
Dynein transport cell count	0.34	0.35	0.849	-0.507	0.35	0.0921	0.897	0.466	-0.697	1.54
NOD2 inhibition	-0.2%	6.4%	13.8%	9.1%	14.1%	12.6%	2.0%	-4.7%	-41.5%	10.5%
b-catenin transl	-0.1	3.1	-1.9	2.1	2.5	-0.7	-1.2	-2.6	-1.8	0.5
b-catenin transl cell count 5 µM	1061	1052	1380	1042	998	1274	958	1123	804	1303
WT yeast gro inh	-0.1	0.8	9.8	-2.0	25.2	nt	-14.3	9.7	6.7	nt
WT yeast gro inh mutant strain	8.4	8.0	-18.2	-3.4	-13.9	nt	-2.5	6.7	6.4	nt

An excerpt (hit frequency here may not be typical).
